# Screening data deposited in PubChem BioAssay by several laboratories.
# STAT3 blocker: STAT3 signaling inhibition. U3A cells, IL-6 STAT3-luciferase reporter, luminescence; host cell line lacks STAT1. inhibition, % at 5.5 µM. actives 0.89% (n = 190,000). AID 862;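 active = inhibition above the mean inhibition across all screened compounds plus 3 SD, cut at about 44% in these data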;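 also: 0% = DMSO only wells and 100% = 100 µM nifuroxazide control wells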
# Hsp70 activator: switches on Hsp70 transcription; actives 0.04% (n = 200,000); activation, % at 10 µM; HeLa Hsp70 promoter luciferase reporter, luminescence; scaled: vehicle 0, proteasome-inhibitor control 100%;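 active = activation above the mean across all tested compounds plus 3 SD, cutoff set per campaign, cut at about 5.5% in these data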;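 also: 100% = MG132 at 30 µM as the positive control and 0% = DMSO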
# G6PDH CS: inhibits Leuconostoc G6PDH, flagging false hits in G6PDH-based assays | actives 0.12% (n = 200,000) | AID 1020 | inhibition, % at 5 µM | Purified L. mesenteroides G6PDH, diaphorase/resazurin coupled fluorescence, 45 min; in the data active = inhibition above about 50%
# Diaph act CS: activates diaphorase or chemically reduces, flagging diaphorase assay artifacts; activation factor at 20 µM; AID 1229; Diaphorase/resazurin coupled assay, resorufin fluorescence, 16 min; stronger effect = higher value; 1 = vehicle wells, 0 = NADH-free wells; actives 0.005% (n = 190,000);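 active = diaphorase activity raised at least twofold by the compound at 20 µM; inactive = activation factor below 2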
#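 Material: Purified diaphorase enzyme from Clostridium kluyveri | Buffer or medium: 50 mM HEPES pH 7.4 with 4.542 mM MgCl2, 0.005% Tween 20 | Times: 16 min enzyme reaction, ambient temperature | Signal: Red resorufin fluorescence at 544/590 nm excitation/emission | Measure: Increased resorufin signal from activators or reducing compounds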
# STAT3 act: STAT3 signaling activation; AID 871; actives 0.91% (n = 190,000); activation (% of control), % at 5.6 µM; U3A cells, IL-6 STAT3-luciferase reporter, luminescence; 100% = signal with IL-6 EC80 alone;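 active = activation above the screen-wide mean of compound activation plus 3 SD, cut at about 130% in these data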;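 also: 0% = background luminescence of wells with medium and substrate only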
#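 Test system: human U3A cells carrying STAT3-luciferase construct; control set: IL-6-only wells as 100% reference; timing: compound pre-incubation 1 h before IL-6, then 6 h stimulation at 37 °C; also added: IL-6 stimulus at 33 ng/mL final; evaluation: % activation versus median of IL-6-stimulated wells; detection: reporter luminescence signal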
# Diaphorase inh: inhibits diaphorase or chemically oxidizes, flagging diaphorase assay artifacts | diaphorase resazurin-to-resorufin fluorescence, NADH, 16 min; bacterial (C. kluyveri) enzyme, not human | inhibition, % at 20 µM | actives 0.69% (n = 190,000);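 active = primary screen inhibition at 20 µM above a set limit, cut at about 50% in these data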;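 also: plate controls were DMSO with full reaction for no effect and wells lacking NADH for full effect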
#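 System: Diaphorase enzyme from Clostridium kluyveri | Amount: Enzyme working solution with 0.14 U/mL diaphorase | Benchmarks: No-NADH positive control and DMSO neutral control | Signal: Fluorescence of resorufin formed from resazurin, Ex 544/Em 590 nm | Schedule: 16-min room-temperature incubation before reading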
# STAT1 act: STAT1 signaling activation. actives 2.6% (n = 200,000). activation (% of control), % at 5.5 µM. AID 932. NIH 3T3 STAT1-luciferase reporter, IFN-gamma, luminescence; 100% = IFN-gamma alone, no compound;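 active = activation above the screen-wide mean activation plus 3 SD, cut at about 130% in these data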;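 also: raw ratio to IFN-gamma control signal so 100% means no change and 0% no light; values of inactives mirror those of a sister screen read the other way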
# TLR4 MyD88 comp: blocks binding of human TLR4 to MyD88; O00206+Q99836; HeLa CL3-4 TLR4/MyD88 BLA complementation, FRET ratio; inhibition, % at 8.4 µM; actives 0.18% (n = 200,000); in the data active = inhibition above about 25%;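 also: 0% = vehicle and 100% = reference inhibitor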
# Target sequence (O00206 whole entry, looked up): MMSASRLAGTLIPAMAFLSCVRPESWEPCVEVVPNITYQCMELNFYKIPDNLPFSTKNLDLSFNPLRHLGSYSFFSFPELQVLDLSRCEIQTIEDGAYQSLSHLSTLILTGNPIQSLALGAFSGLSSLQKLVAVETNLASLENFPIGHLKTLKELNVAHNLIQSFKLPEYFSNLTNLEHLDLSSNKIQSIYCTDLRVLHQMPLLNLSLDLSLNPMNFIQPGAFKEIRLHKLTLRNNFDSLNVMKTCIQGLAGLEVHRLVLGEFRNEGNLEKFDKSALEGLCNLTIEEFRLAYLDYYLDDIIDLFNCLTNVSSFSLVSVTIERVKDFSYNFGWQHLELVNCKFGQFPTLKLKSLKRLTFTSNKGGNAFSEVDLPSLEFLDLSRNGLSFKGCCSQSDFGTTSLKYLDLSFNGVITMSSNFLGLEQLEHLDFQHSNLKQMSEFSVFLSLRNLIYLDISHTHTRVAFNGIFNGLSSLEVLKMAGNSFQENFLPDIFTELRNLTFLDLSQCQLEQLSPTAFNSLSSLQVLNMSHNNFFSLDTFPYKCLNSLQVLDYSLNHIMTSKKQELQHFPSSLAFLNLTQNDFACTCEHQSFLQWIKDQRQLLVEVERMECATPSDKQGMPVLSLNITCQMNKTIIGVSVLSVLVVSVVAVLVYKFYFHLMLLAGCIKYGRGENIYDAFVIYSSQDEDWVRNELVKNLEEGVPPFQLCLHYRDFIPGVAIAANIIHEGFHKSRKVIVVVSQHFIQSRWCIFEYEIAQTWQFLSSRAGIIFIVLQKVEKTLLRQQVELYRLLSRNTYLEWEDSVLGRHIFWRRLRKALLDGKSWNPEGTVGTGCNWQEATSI
# Target sequence (Q99836 whole entry, looked up): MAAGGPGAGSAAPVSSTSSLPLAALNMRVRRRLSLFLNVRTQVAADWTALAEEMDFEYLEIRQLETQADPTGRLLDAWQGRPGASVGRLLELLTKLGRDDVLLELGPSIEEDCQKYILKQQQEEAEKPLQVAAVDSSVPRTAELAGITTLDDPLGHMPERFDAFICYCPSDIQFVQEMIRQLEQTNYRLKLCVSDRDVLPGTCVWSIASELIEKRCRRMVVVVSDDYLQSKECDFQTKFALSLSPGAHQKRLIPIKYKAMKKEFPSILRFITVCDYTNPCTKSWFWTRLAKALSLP
# APP 5UTR inh: APP translation inhibition | SH-SY5Y APP 5'UTR-luciferase reporter, luminescence | inhibition, % at 2 µM | actives 0.82% (n = 190,000);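 active = inhibition above a set limit, derived from the sample mean plus 3 SD, cut at about 45% in these data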; also: values of inactives mirror those of a sister screen read the other way
# STAT1 inh: STAT1 signaling inhibition; NIH 3T3 STAT1-luciferase reporter, IFN-gamma, luminescence; inhibition, % at 5.5 µM; actives 0.35% (n = 200,000); AID 920;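 active = inhibition above a set limit, the mean inhibition across all tested compounds plus 3 SD, cut at about 34% in these data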;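 also: 0% = IFN-gamma with DMSO and 100% = IFN-gamma with 300 µM nifuroxazide; values of inactives mirror those of a sister screen read the other way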
# * marks the source's active call; other numbers are inactive results; . = no result given.
1. Cc1c(NC(=S)NC(=O)c2ccc(-c3ccc(Cl)cc3)o2)cccc1C(=O)O
2. COCCNC(=O)COc1ccc(C)cc1C(=O)c1cc(C#N)c(=O)n(C2CC2)c1
3. Clc1ccc(-c2cnc3n2CCCCC3)cc1
4. O=C(NCCCl)Nc1cccc(Br)c1
5. Cc1cccc(SCc2noc(C(=O)NCC3CCCO3)c2C(=O)O)c1 (centres undefined)
6. COc1ccc(CN2CCN(Cc3csc(C(C)=O)c3)CC2CCO)c(C)c1C (centres undefined)
7. CCN(CC)CCNC(C(=O)Nc1cccc(C(C)=O)c1)c1ccccc1 (centres undefined)
8. CCN(CC)CCCNc1nc(-c2ccccc2)nc2ccccc12
9. O=C(C[n+]1cccc(NC(=O)c2ccccc2)c1)c1cccc([N+](=O)[O-])c1
10. CCCNC(=O)COC(=O)/C=C/c1cccc(F)c1
compound no.	1	2	3	4	5	6	7	8	9	10
STAT3 blocker	-3	8	5	16	2	10	2	-4	8	-12
Hsp70 activator	-0.2	0.0	-0.3	-0.5	-0.3	-0.4	-0.1	-0.2	-0.2	-0.4
G6PDH CS	2	1	-6	17	1	9	2	0	5	2
Diaph act CS	0.8	1	1	0.9	1	1	1	1	1.1	1
STAT3 act	104	100	97	90	100	96	100	105	98	111
Diaphorase inh	18	0	0	12	-2	2	3	4	-8	3
STAT1 act	104	99	109	102	100	98	94	111	104	92
TLR4 MyD88 comp	-14	8	0	10	-4	5	2	0	-3	7
APP 5UTR inh	0	17	-7	-4	-13	-11	20	-14	17	-1
STAT1 inh	-5	-1	-10	-4	0	2	6	-11	-3	7

11. Fc1nc(N2CCCC2)c(F)c(Oc2ccccc2Oc2c(F)c(F)nc(N3CCCC3)c2F)c1F
12. C/C(=N\NC(=S)NC(C)C)c1ccc(Cl)s1
13. CNC(=O)C1CC(=O)N(CCc2ccccc2)C(=Nc2ccc(OC)cc2)S1 (centres undefined)
14. CCOC(=O)C1CCN(C2CCN(Cc3nc(-c4ccccc4)no3)CC2)CC1
15. CCOC(=O)N=Nc1c2ccccc2c2nc3no[nH]c3nc12
16. Cc1ccc(C(=O)Nc2ccccc2C(=O)NC(Cc2c[nH]c3ccccc23)C(=O)O)cc1 (centres undefined)
17. C=CCn1c(C#N)c(N)sc1=N
18. O=C(NNC(=O)c1cccnc1)Nc1cccc(Cl)c1Cl
19. C=CCSc1nc2c(c(=O)[nH]c(=O)n2C)n1Cc1ccc(C)cc1
20. CC1CC(=S)Nc2ccccc2S1 (centres undefined)
compound no.	11	12	13	14	15	16	17	18	19	20
STAT3 blocker	-4	30	10	7	68*	-16	-12	0	4	6
Hsp70 activator	-0.2	-0.2	-0.2	0.0	-0.5	4.0	0.0	-0.2	-0.2	0.1
G6PDH CS	-1	13	5	9	55*	5	6	-6	4	6
Diaph act CS	0.9	0.9	1.2	0.9	0.8	1	0.9	0.8	1.1	1
STAT3 act	113	77	95	98	46	116	114	102	96	96
Diaphorase inh	12	7	-16	6	20	0	9	15	-11	4
STAT1 act	104	102	99	88	17	104	103	108	91	104
TLR4 MyD88 comp	-7	1	-12	8	-2	-23	1	-4	-3	3
APP 5UTR inh	-23	-4	6	-21	94*	0	-7	-4	-5	-10
STAT1 inh	-7	-2	-1	11	89*	-6	-4	-9	7	-2

21. O=C(Cc1cccs1)Nc1ccc(S(=O)(=O)N2CCCCC2)cc1
22. CCN(CC)S(=O)(=O)c1cc(NC(=O)[C@@H](NC(N)=O)C(C)C)ccc1C
23. Cc1ccc(N2C(=O)N(CC(=O)N3CCOCC3)C(=O)C2C)cc1 (centres undefined)
24. O=C(NC(Cc1ccccc1)C(=O)O)c1ccco1 (centres undefined)
25. O=Cc1ccc(-c2ccc(Cl)cc2Cl)[nH]1
26. CCOC(=O)c1sc(NC(=O)C(CC)OC(=O)C(CC(C)C)NC(=O)c2ccccc2)nc1C (centres undefined)
27. COc1ccc(CCNC(=O)C2CCCN(Cc3nc(-c4cccc(Cl)c4)oc3C)C2)cc1OC (centres undefined)
28. COc1ccc(NC(=O)c2ccc(OC(=S)N(C)c3ccc(OC)cc3)cc2)cc1
29. Cc1cccc(/C=C2\CS/C(=C\c3cccc(C)c3)C2=O)c1
30. O=C(NCc1ccco1)C(c1ccc(F)cc1)N(Cc1cccnc1)C(=O)Cn1nnc2ccccc21 (centres undefined)
compound no.	21	22	23	24	25	26	27	28	29	30
STAT3 blocker	-1	1	-5	4	5	8	2	10	13	13
Hsp70 activator	-0.2	-0.1	-0.2	-0.4	-0.1	-0.3	-0.4	0.0	-0.2	0.2
G6PDH CS	7	0	1	14	-7	8	13	2	-5	9
Diaph act CS	1	0.9	0.9	.	0.8	0.8	1	1	0.9	0.8
STAT3 act	104	106	107	99	106	103	101	95	94	93
Diaphorase inh	2	8	12	.	20	15	5	1	12	15
STAT1 act	100	110	102	102	99	90	99	93	101	94
TLR4 MyD88 comp	10	17	8	3	2	1	2	4	-5	2
APP 5UTR inh	6	-1	1	12	-5	-7	3	-8	-2	6
STAT1 inh	0	-12	-4	-4	0	11	1	8	-1	7

31. Cc1cc(C)n(-c2nncc(-c3ccccc3)n2)n1
32. CCOc1cc(/C=C2/C(=N)N3C=CSC3=NC2=O)ccc1OCCCOc1ccccc1C
33. COC(=O)c1ccccc1N1C(=O)[C@@H]2C(c3ccc(F)cc3)=NO[C@@H]2C1=O
34. CSC1=NSC2=NC(=O)/C(=C/c3coc4ccc(O)cc4c3=O)C(=N)N12
35. COc1ccc(-c2cn3cccnc3n2)cc1NC(=O)c1cc(OC)c(OC)c(OC)c1
36. CCN1C(=O)c2ccccc2S(=O)c2ccc(C(=O)N3CCCC3)cc21 (centres undefined)
37. CN(Cc1cccc2cnccc12)C(=O)CCc1nnc(CCc2ccccc2)o1
38. COc1ccc(O)c(/C=N/NC(=O)c2ccc(OCc3cccc(Br)c3)cc2)c1
39. O=C(CSc1ncnc2c1nnn2Cc1ccccc1F)N1CCN(c2ccccc2)CC1
40. O=C(COC(=O)c1cc(S(=O)(=O)N2CCCCC2)ccc1N1CCOCC1)NC1CCS(=O)(=O)C1 (centres undefined)
compound no.	31	32	33	34	35	36	37	38	39	40
STAT3 blocker	21	-14	6	8	10	0	5	17	12	5
Hsp70 activator	-0.3	-0.1	-0.2	-0.4	0.1	-0.2	1.8	-0.4	0.2	-0.2
G6PDH CS	6	4	6	0	-6	-6	8	-3	0	3
Diaph act CS	1	0.9	1	0.6	1.1	1	1	1	0.9	1
STAT3 act	87	117	97	95	93	100	101	90	94	103
Diaphorase inh	0	10	5	44	-14	0	5	-2	14	4
STAT1 act	109	105	101	102	102	97	102	102	97	101
TLR4 MyD88 comp	-1	-7	-10	-13	-3	-12	-3	5	-9	9
APP 5UTR inh	-12	5	2	-5	-5	1	-16	66*	-9	-26
STAT1 inh	-9	-6	-1	-2	-3	4	-4	-2	3	-2

# Four structures already listed, ordered by number of heavy atoms, highest first.
37. CN(Cc1cccc2cnccc12)C(=O)CCc1nnc(CCc2ccccc2)o1
38. COc1ccc(O)c(/C=N/NC(=O)c2ccc(OCc3cccc(Br)c3)cc2)c1
34. CSC1=NSC2=NC(=O)/C(=C/c3coc4ccc(O)cc4c3=O)C(=N)N12
31. Cc1cc(C)n(-c2nncc(-c3ccccc3)n2)n1
compound no.	37	38	34	31
STAT3 blocker	5	17	8	21
Hsp70 activator	1.8	-0.4	-0.4	-0.3
G6PDH CS	8	-3	0	6
Diaph act CS	1	1	0.6	1
STAT3 act	101	90	95	87
Diaphorase inh	5	-2	44	0
STAT1 act	102	102	102	109
TLR4 MyD88 comp	-3	5	-13	-1
APP 5UTR inh	-16	66*	-5	-12
STAT1 inh	-4	-2	-2	-9

# Next part.
41. CC1(C)CC(=O)C/C(=N\NC(=O)CCc2ccc(S(=O)(=O)N3CCOCC3)cc2)C1
42. O=c1[nH][nH]c(-c2ccccc2O)c1C(C[N+](=O)[O-])c1ccccc1 (centres undefined)
43. CCOC(=O)C(C)Oc1cccc2c(=O)n(CC(=O)NCCc3ccc(OC)c(OC)c3)ccc12 (centres undefined)
44. c1ccc(-c2nc(NCc3cccnc3)c3oc4ccccc4c3n2)cc1
45. O=Cc1c(Cl)[nH]c(=O)n1-c1ccccc1
46. Cc1nc2ccccc2c(=O)n1N(c1ccccc1)c1ccccc1
47. CCOC(=O)c1nc(C)n(-c2ccc(Cl)cc2)n1
48. CCN(CC)S(=O)(=O)c1cccc(-c2nnc(SCC(=O)NC3CCCC3)n2N)c1
49. O=C(Nc1ccccc1C(=O)N/N=C/c1ccco1)c1ccccc1Cl
50. O=C(Nc1cccnc1)c1c(F)cccc1F
compound no.	41	42	43	44	45	46	47	48	49	50
STAT3 blocker	4	-8	-1	-11	10	-3	8	4	9	12
Hsp70 activator	0.1	-0.3	-0.1	0.2	0.2	-0.1	-0.4	-0.3	-0.3	0.5
G6PDH CS	8	17	12	0	6	4	-14	2	-1	-3
Diaph act CS	1	0.8	0.8	0.9	1	0.9	0.8	0.9	0.8	1
STAT3 act	100	105	101	115	94	110	101	97	99	93
Diaphorase inh	4	16	20	11	2	10	16	7	18	0
STAT1 act	104	101	102	100	102	100	112	97	102	105
TLR4 MyD88 comp	1	-4	4	0	-2	-18	-2	-11	-5	16
APP 5UTR inh	-8	5	-12	4	-12	11	6	-18	-3	-2
STAT1 inh	-7	-1	-2	0	-4	-2	-7	4	-2	-5

# Results in sequence from above.
# Compounds 41–50 in STAT1 inh read -7, -1, -2, 0, -4, -2, -7, 4, -2, -5

# More records follow:
51. CC(=O)Nc1cccc(NC(=O)Nc2ccc(F)cc2F)c1
52. c1coc(-c2cc(C3CCNCC3)[nH]n2)c1
53. CCOC(=O)c1ccc(NC(=O)CN2C(=O)CSCC2=O)cc1
54. CN(Cc1ccccc1)C(=O)CSc1nc2c(c(C(F)(F)F)n1)CCc1ccccc1-2
compound no.	51	52	53	54
STAT3 blocker	10	10	-3	7
Hsp70 activator	0.0	-0.5	-0.3	0.0
G6PDH CS	7	13	-7	.
Diaph act CS	0.8	0.9	1	.
STAT3 act	94	94	105	96
Diaphorase inh	17	12	5	.
STAT1 act	106	96	115	98
TLR4 MyD88 comp	1	-5	2	-11
APP 5UTR inh	-5	-9	8	12
STAT1 inh	-7	5	-17	2
